# Efflux pump inh: antifungal efflux pump inhibition, Nile Red retention; S. cerevisiae Candida pump triplex; inhibition, % at 10 µM; hit rate 0.44% among 330,000; AID 485275;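 active = plate passing quality check with inhibition over a set limit, or well fluorescence over plate mean plus 4 SD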;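 also: Nile Red retained in pooled yeast measured as flow cytometry median fluorescence; 0% = buffer negative control and 100% = Enniatin B positive control; higher means more Nile Red kept so more efflux inhibition; some compounds called inactive have numbers as strong as hits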
# EBNA-1 inhibitor: blocks EBNA-1 binding to DNA; inhibition, % at 14.8 µM; hit rate 0.34% among 300,000; EBNA-1 DNA binding, fluorescence polarization; in the data active = inhibition above about 28%
# Fam108B counter: Fam108B inhibition, counter-screen for RBBP9 inhibitors | inhibition, % at 9.51 µM | recombinant Fam108B, FP-Rh probe fluorescence polarization | hit rate 0.33% among 300,000;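 active = inhibition above the screen mean inhibition plus 3 SD, computed separately per campaign, cut at about 18% in these data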;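 also: inhibitors lower polarization as less probe binds the enzyme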
# Yeast superoxide: lowers age-related superoxide in aged yeast cells | superoxide response (% of plate mean), % at 10 µM | S. cerevisiae aged cells, superoxide DHE fluorescence; active compounds read low | hit rate 0.18% among 330,000;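 active = superoxide response under a set limit, about three screen SD below normal, cut at about 65% in these data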;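 also: yeast aged for seven days with compound at 30 °C before DHE staining; 100% = average MFI of all compound-treated wells on the plate with controls excluded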
# GLD-1 TGE inh: GLD-1-TGE RNA interaction inhibition (C. elegans); purified GLD-1 + fluorescein TGE RNA, fluorescence polarization; inhibition, % at 5.96 µM; hit rate 0.44% among 320,000; AID 2280;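 active = percent inhibition above a per-plate cutoff, the plate mean of test compounds plus 3 SD, cut at about 30% in these data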;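 also: 0% = DMSO wells with GLD-1 and probe and 100% = wells lacking GLD-1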
# ZTA counter: ZTA (EBV) inhibition in EBNA-1 counter-screen; P03206; ZTA-DNA binding, fluorescence polarization; inhibition, % at 11 µM; hit rate 0.15% among 320,000; in the data active = inhibition above about 33%
# MEX-5 binding: C. elegans MEX-5 TCR-2 RNA binding activity; MEX-5/FITC-TCR2 RNA binding, fluorescence polarization; active compounds read low; activity score (negative = inhibition of binding), % at 10 µM; hit rate 0.38% among 300,000;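 active = inhibition past about -25% in most replicates, and total fluorescence under double the plate's negative control median, limit read from the data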;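 also: 0% = DMSO and -100% = 5 µM competing unlabeled TCR2 RNA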
# Target sequence (Q9XUB2 whole entry, looked up): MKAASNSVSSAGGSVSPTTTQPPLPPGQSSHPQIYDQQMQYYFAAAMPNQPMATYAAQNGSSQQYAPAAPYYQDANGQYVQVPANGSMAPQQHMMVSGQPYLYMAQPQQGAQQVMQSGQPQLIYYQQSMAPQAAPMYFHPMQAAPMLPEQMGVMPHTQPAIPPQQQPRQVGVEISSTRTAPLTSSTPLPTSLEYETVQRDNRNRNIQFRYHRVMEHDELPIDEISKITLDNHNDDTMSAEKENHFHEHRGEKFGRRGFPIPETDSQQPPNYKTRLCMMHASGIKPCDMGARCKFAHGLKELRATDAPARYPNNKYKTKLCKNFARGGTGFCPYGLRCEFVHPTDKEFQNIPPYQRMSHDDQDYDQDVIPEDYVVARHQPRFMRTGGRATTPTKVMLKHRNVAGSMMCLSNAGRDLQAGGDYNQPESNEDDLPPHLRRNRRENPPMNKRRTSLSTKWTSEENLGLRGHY
# MCL1 BIM primary: MCL1-BIM-BH3 interaction inhibition (human); GST-MCL1 / FITC-Bim-BH3 fluorescence polarization; Q07820; inhibition, % at 10.9 µM; hit rate 0.68% among 320,000; AID 2057;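 active = inhibition above the mean inhibition of all tested compounds plus 3 SD, set per campaign, cut at about 40% in these data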;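 also: 0% = DMSO wells and 100% = unlabeled Bim-BH3 peptide control; higher means more loss of mP so more displacement of Bim peptide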
# Target sequence (Q07820 whole entry, looked up): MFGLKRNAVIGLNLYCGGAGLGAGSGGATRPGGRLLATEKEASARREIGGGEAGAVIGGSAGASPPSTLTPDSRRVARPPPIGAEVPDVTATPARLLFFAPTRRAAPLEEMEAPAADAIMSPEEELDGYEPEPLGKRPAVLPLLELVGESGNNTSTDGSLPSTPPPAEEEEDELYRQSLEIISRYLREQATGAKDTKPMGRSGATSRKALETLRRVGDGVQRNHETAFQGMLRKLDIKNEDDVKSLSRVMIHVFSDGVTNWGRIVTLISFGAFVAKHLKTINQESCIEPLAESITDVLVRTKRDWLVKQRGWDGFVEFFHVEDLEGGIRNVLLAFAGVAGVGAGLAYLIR
# Bcl-xL primary: Bcl-xL (human) inhibition; Q07817; hit rate 0.7% among 320,000; GST-Bcl-xL / FITC-Bim BH3 peptide fluorescence polarization; inhibition, % at 10.9 µM; AID 2129;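 active = inhibition above the mean of all tested compounds plus 3 SD, cutoff set per campaign, cut at about 30% in these data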;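 also: 0% = DMSO wells and 100% = unlabeled Bim-BH3 peptide competitor; inhibitors lower millipolarization by displacing the labeled peptide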
# Target sequence (Q07817 whole entry, looked up): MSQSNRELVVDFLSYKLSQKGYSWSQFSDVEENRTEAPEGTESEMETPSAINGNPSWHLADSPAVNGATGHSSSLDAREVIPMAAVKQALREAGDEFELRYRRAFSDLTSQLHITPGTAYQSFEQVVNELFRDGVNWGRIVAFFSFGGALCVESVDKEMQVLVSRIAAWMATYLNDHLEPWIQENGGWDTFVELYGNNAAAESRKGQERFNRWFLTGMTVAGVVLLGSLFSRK
# An asterisk follows results filed as active; x = not tested or not shown.
SMILES,Efflux pump inh,EBNA-1 inhibitor,Fam108B counter,Yeast superoxide,GLD-1 TGE inh,ZTA counter,MEX-5 binding,MCL1 BIM primary,Bcl-xL primary
C=CCC(C)(NCc1ccccc1)c1ccc(C)cc1 (configuration not stated),0.0,2,2,108,0,-8,-0.1,2,4
CCc1nnc(NC(=O)c2ccc(OC)c(S(=O)(=O)N3CCCC3)c2)s1,0.0,x,x,99,0,5,x,0,0
Cc1ccc(Cl)cc1N1CCN(S(=O)(=O)c2cn(C)cn2)CC1,0.5,-5,-2,112,-4,-2,-2.8,-3,-4
CC(NC(=O)Cc1ccccc1)C(c1ccccc1)N1CCOCC1 (configuration not stated),0.0,-6,1,107,-4,-7,-1.2,-3,2
COC(=O)Cn1c(N2CCCC2)nc2c1c(=O)n(C)c(=O)n2C,-0.2,-10,4,103,3,-21,1.3,13,5
CCc1ccccc1NC(=O)c1cccs1,0.0,-8,-2,99,1,1,-0.2,-1,2
CC1C(=O)N2CCCc3cc(S(=O)(=O)N4CCC(C(N)=O)CC4)cc1c32 (configuration not stated),0.0,-13,3,103,-4,0,-2.3,-1,7
CC(=O)Nc1ccc(N2CCN(c3ccc(F)cc3)CC2)cc1,-0.3,-15,-1,104,2,-10,1.0,0,1
COc1cccc(OC(=O)CSc2nnc(-c3ccccc3Br)o2)c1,-0.2,-3,6,95,6,5,-2.3,3,-2
Cc1cc(Cl)ccc1C(=O)C1CCCN(C(=O)c2cccnc2C)C1 (configuration not stated),0.1,-10,3,76,-4,-2,0.0,-2,-3
COC(C/C=C\[C@@H](O)[C@H](C)OCc1ccccc1)OC,x,-1,1,x,-4,4,3.5,12,5
O=S(=O)(NCCN1CCOCC1)c1ccc2c(c1)OCCO2,-0.1,7,-2,100,2,5,-0.8,1,2
O=C(CSc1nnc(C23CC4CC(CC(C4)C2)C3)o1)Nc1ccc(N2CCOCC2)c(Cl)c1,0.3,-7,0,102,-4,10,-1.0,1,0
COc1ccc(OC)c(C(c2nnnn2CCC(C)C)N2CCN(C(=O)c3ccco3)CC2)c1 (configuration not stated),0.0,6,4,87,1,4,-5.0,4,6
Cc1ccc(S(=O)(=O)Nc2ccc(NC(=O)Nc3ccc(F)cc3F)cc2)cc1,-0.2,3,14,107,-2,1,3.0,-5,1

# For reference, some entries already given.
SMILES,Efflux pump inh,EBNA-1 inhibitor,Fam108B counter,Yeast superoxide,GLD-1 TGE inh,ZTA counter,MEX-5 binding,MCL1 BIM primary,Bcl-xL primary
CC(NC(=O)Cc1ccccc1)C(c1ccccc1)N1CCOCC1 (configuration not stated),0.0,-6,1,107,-4,-7,-1.2,-3,2
COC(=O)Cn1c(N2CCCC2)nc2c1c(=O)n(C)c(=O)n2C,-0.2,-10,4,103,3,-21,1.3,13,5

# (further entries)
SMILES,Efflux pump inh,EBNA-1 inhibitor,Fam108B counter,Yeast superoxide,GLD-1 TGE inh,ZTA counter,MEX-5 binding,MCL1 BIM primary,Bcl-xL primary
COc1ccc(C(C(=O)NC2CCCCC2)N(C(=O)c2sc(C)nc2C)c2ccc(OC)cc2)cc1 (configuration not stated),0.0,-1,0,110,-5,-1,2.1,11,2
Cc1nonc1NC(=O)N1CCCC1,-0.1,-10,1,101,-6,6,0.5,4,-3
Cc1ccccc1-n1cnc2cc(NCc3cccs3)ccc21,0.0,-5,1,100,4,-6,1.8,6,3
Cc1cccc(NC(=O)c2oc3ccc(S(=O)(=O)N4CCOCC4)cc3c2C)c1C,0.1,0,5,71,2,-3,x,5,5
O=C(CS(=O)(=O)Cc1ccccc1)Nc1ccc(S(=O)(=O)N2CCCCCC2)cc1,0.0,1,7,103,8,-4,2.1,2,1
Cc1cc(C)cc(Oc2nc3ccccn3c(=O)c2/C=C(\C#N)C(=O)NC2CCS(=O)(=O)C2)c1 (configuration not stated),0.3,-20,-3,124,-2,-16,-2.5,-7,-7
CCS(=O)(=O)N1CCC(NC(C)=O)(c2ccccc2)CC1,-0.1,5,-1,95,-6,7,0.5,-4,-1
Cc1cccc(NC(=S)NC(=O)C2CC2)c1,-0.1,13,-1,109,3,-13,-1.1,7,2
Cc1cc(C)n(CCNC(=O)C2CCC(=O)N(CCc3cccc(F)c3)C2)n1 (configuration not stated),0.1,9,2,107,-3,-20,0.4,-4,3
N#C/C(=C\c1ccccc1OCc1ccc(C(=O)O)cc1)c1ccccc1,0.0,-12,4,95,-5,12,-0.9,4,5
CCOc1cc(NS(=O)(=O)c2ccc(NC(C)=O)cc2)c(OCC)cc1NC(=O)c1cccs1,0.1,41*,7,99,8,-4,0.6,2,0
Cn1c(CNC(=O)CCNC(=O)c2ccc(Br)cc2)cc(=O)n(C)c1=O,-0.1,-5,-2,86,-8,-4,2.0,2,1
Cc1c(OCC(=O)N2CCC(C(N)=O)CC2)ccc2c3c(c(=O)oc12)CCC3,-0.1,-9,1,105,7,1,-2.1,-1,3
O=C(NC(=S)Nc1ccc(Cl)c(C(=O)O)c1)c1ccco1,-0.1,11,0,118,-5,13,2.7,12,5
COc1cc(OC)cc(-c2c(-c3cccs3)c3cc(Br)ccc3n2C)c1,0.0,x,x,90,-6,-3,x,-5,-1
O=S(=O)(c1ccc(Cl)cc1)N1CCN(C2CCCCCC2)CC1,0.2,-5,0,111,5,0,1.5,0,2
O=C(OC1CCOC1=O)c1ccc2ccccc2n1 (configuration not stated),-0.1,-2,-4,115,9,-24,-1.4,2,7
COc1ccc(Cl)cc1NC(=O)CN(C)C1CCS(=O)(=O)C1 (configuration not stated),-0.1,x,x,102,4,0,x,1,3
CC12CCC(C(=O)N(CCCCN3CCN(Cc4ccccc4)CC3)C1=O)C2(C)C (configuration not stated),0.1,1,3,97,1,-5,-4.1,3,7
COc1ccc(/C=N/n2c(-c3n[nH]c4c3CCC4)n[nH]c2=S)cc1OC,0.1,-5,-4,106,3,7,-2.4,-21,-32
COc1ccc(Cc2nc3ccccc3[nH]2)cc1OC,-0.4,-7,-1,79,6,-18,-1.7,3,4
CCCNC(=O)c1cccc(NC(=O)C(C)C)c1,-0.1,-4,-1,98,11,-11,0.9,6,6
CC(=O)c1ccc2c3c(ccc(O)c13)CC2,0.1,-12,1,108,5,-1,2.2,7,8
CC(=O)Nc1ccc(OCCOc2ccc(/C=C3\C(=N)N4N=C(C)SC4=NC3=O)cc2)cc1,0.2,-10,3,93,-5,-5,-3.1,3,0
COc1ccc(NC2=C(c3ccc(OC)cc3)C(=O)c3ccccc32)cc1,-0.1,-2,2,99,1,8,0.2,7,5
CCC(CC)COC(=O)C1=C(C)NC(=O)NC1c1ccccc1Br (configuration not stated),-0.1,6,-3,111,0,0,-0.3,2,0
O=C(OCC(=O)N1CCCCCC1)c1cccc(Cl)c1,0.0,x,x,78,5,3,x,-3,0
CCC(=O)Nc1ccccc1C(=O)OCc1ccc(C(=O)c2ccccc2)cc1,-0.7,4,-5,85,11,8,-0.4,-3,-10
CN(C(=O)COC(=O)/C=C/c1ccc2ccccc2n1)C1CCS(=O)(=O)C1 (configuration not stated),-0.1,-1,1,112,0,6,0.5,-9,-1
CCc1nnc(NC(=O)CSc2nnc(-c3ccncc3)n2C)s1,-0.3,-14,5,96,-1,0,-2.0,1,-1
CN=C(Nc1ccc(Br)cc1)SC1CC(=O)N(c2ccc(OC)cc2)C1=O (configuration not stated),-0.2,2,0,134,6,-4,1.7,5,4
CN(C(=O)c1ccc(OC2CCN(CCc3ccccc3)CC2)cc1)C1CCOCC1,-0.1,6,4,97,4,-13,-7.1,3,1
Cc1ccccc1C(=O)NNc1ccc([N+](=O)[O-])cc1,-0.1,11,1,96,1,18,1.0,5,-4
N#Cc1nc(-c2ccco2)oc1N1CCOCC1,-0.1,-1,1,102,4,0,x,-6,-2
C[C@H](NC(=O)c1nc[nH]c1C(=O)NCCCCCNC(=O)OC(C)(C)C)C(=O)OCc1ccccc1,x,-14,2,x,-6,10,0.6,-2,-2
CCOC(=O)CC1=CC(=O)Nc2ccccc2N1,-0.1,-5,3,119,6,-11,-1.1,6,6
CC(C)COC(=O)n1ccc(C(=O)N2CCCCC2)n1,-0.1,-7,-1,104,1,5,1.6,1,4
COC(=O)C(C)N(C#N)c1nc(C)cc(C)n1 (configuration not stated),0.1,9,2,101,1,9,-0.9,-2,3
CC(C)CNc1ncnc2c1cnn2Cc1ccc(Cl)cc1,0.0,-15,-2,105,4,3,-1.5,3,0
O=C(c1cc(F)cc2c1OCOC2)N1CCN(c2ccc(F)cc2)CC1,-0.1,-6,0,95,6,-3,2.0,-3,6
Cc1ccc(OCC(=O)OCc2c(C)noc2C)cc1C,-0.1,10,1,96,0,-3,1.8,2,8
Cc1ccccc1OCC(=O)NNC(=O)CSc1nc(N)cc(N)n1,-0.1,-3,0,98,-5,-13,-1.3,19,8
O=C(NC(=S)NNC(=O)c1ccccc1O)c1cccnc1,0.0,-4,17,86,1,1,0.9,18,18
CC1(C)C/C(=N/Nc2ccc([N+](=O)[O-])cc2[N+](=O)[O-])C(C)(C)O1,0.0,-9,0,88,0,-4,0.0,0,1
COc1ccc2oc(C(=O)C3CC3)c(N)c2c1,-0.1,-1,2,94,-9,-4,1.2,-11,-1
O=S1(=O)CCOC[C@H](Cc2ccccc2)N1Cc1cccc(F)c1,0.0,4,-4,98,-4,-7,1.2,2,0
COc1ccc(C2CC(=O)C3=C(C2)Nc2ccccc2N(C(=O)CCC(=O)O)C3c2ccc(F)cc2)cc1OC (configuration not stated),0.3,-12,-9,95,3,8,-4.9,-14,-7
CCN(CC)CCn1c(-c2ccccc2)nc(=S)c2c1CC(C)(C)OC2,0.3,-15,-5,85,-4,2,-1.3,12,4
COc1ccc(CCN(CC(=O)NCc2ccc(F)cc2)C(=O)c2snc(C(N)=O)c2N)cc1OC,0.2,0,-3,88,1,-5,1.2,-6,-2
O=C(O)COc1ccc2c(-c3ccccc3)cc(=O)oc2c1,-0.1,1,-3,104,1,0,0.5,-6,5
CCCC1Nc2ccc(C(=O)O)cc2C2C=CCC12 (configuration not stated),0.1,9,25*,86,23,25,-49*,87*,49*
COc1cccc(-c2nc(CS(=O)(=O)CC(=O)N3CCc4ccccc43)c(C)o2)c1,0.1,0,1,120,6,3,0.0,1,5
COc1ccc(/C=C/C(=O)N(c2ccccn2)C2CCCCC2)cc1OC,0.0,-6,-3,105,3,20,1.8,2,1
COc1cc2nc(CN3CCC(C(O)(c4ccccc4)c4ccccc4)CC3)[nH]c(=O)c2cc1OC,0.0,12,-5,90,1,12,0.2,-4,-4
Cc1cc(N2C(=O)C3C4c5ccccc5C(c5ccccc54)C3C2=O)no1 (configuration not stated),-0.2,3,4,95,5,-18,0.4,2,7
O=C(NCNC(=O)c1ccccc1)c1ccccc1,0.1,16,-3,99,5,-5,0.0,10,5
C=CCNC(=O)Cc1ccc(S(=O)(=O)N2CCOCC2)s1,-0.2,x,x,106,-7,5,x,0,0
CC(=O)c1cc2c(cc1NC(=O)c1ccccc1C)OCO2,0.0,9,2,96,8,2,0.3,-7,3
COc1ccc(N2CCN(C(c3nnnn3CCc3ccccc3)C(C)C)CC2)cc1 (configuration not stated),0.0,-3,1,89,0,-8,0.7,7,5
CC(Oc1cccc(Cl)c1)C(=O)NCCCCc1ccccc1 (configuration not stated),-0.2,3,-3,100,5,5,-0.4,2,2
Cc1cc(C(=O)OCC(=O)NC(=O)c2cccn2C)c2ccccc2n1,0.1,0,-2,112,-1,3,-4.2,6,2

# Screening results as filed in PubChem.
